Assay outcomes (PubChem)
KB-V1 MDR tox – KB-V1 MDR subline cytotoxicity; KB-V1 MDR cells viability, CellTiter-Glo, 72 h; Potency, µM (series often up to 46.1 µM), inactives show at the highest dose activity change, negative = cytotoxicity, usual class: cytotoxic; hit rate 3.4% among 400,000; AID 1347076; further: potency means the concentration at half of the fitted maximal effect; on the % scale 0 is the no-effect control and ±100 the full control effect; nearly all actives have a fitted effect of over 60% in size
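Cytotoxicity via CellTiter-Glo luminescence after 72 h compound exposure at 37 degrees C. Cells: drug-selected KB-V1 line, DMEM phenol-red free plus 10% FBS. Compounds tested at multiple concentrations; normalized data fitted to concentration-effect curves.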
HT1080-NT tox – kills 2HG-producing HT-1080-NT fibrosarcoma cells | HT-1080-NT fibrosarcoma viability, CellTiter-Glo ATP luminescence, 48 h | hit rate 1.6% among 360,000 | Potency, µM (doses to about 46.1 µM), for inactives: at the highest dose activity, negative = less viability, usual class: cytotoxic | AID 686970;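 further: NT is the 2HG producing partner of a matched IDH1 knockdown line; potency means the concentration at half of the fitted maximal effect; 0% = DMSO-treated cells and -100% = media-only wells without cells; nearly all actives have a fitted effect of over 55% in size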
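A 48-hour cytotoxicity screen used HT-1080-NT cells plated 2 hours before compound delivery. ATP-based CellTiter-Glo luminescence measured viability, normalized to DMSO and no-cell controls.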
DRD3 agonist – agonists of human D3 dopamine receptor. P35462. hit rate 0.58% among 410,000. D3R DiscoveRx beta-arrestin cells, luminescence, 90 min. max activation, %; in the data active means max activation above about 30%; further: 0% is about no effect; mostly tested at two doses, the higher about 12 µM
Target sequence (P35462 whole entry, looked up): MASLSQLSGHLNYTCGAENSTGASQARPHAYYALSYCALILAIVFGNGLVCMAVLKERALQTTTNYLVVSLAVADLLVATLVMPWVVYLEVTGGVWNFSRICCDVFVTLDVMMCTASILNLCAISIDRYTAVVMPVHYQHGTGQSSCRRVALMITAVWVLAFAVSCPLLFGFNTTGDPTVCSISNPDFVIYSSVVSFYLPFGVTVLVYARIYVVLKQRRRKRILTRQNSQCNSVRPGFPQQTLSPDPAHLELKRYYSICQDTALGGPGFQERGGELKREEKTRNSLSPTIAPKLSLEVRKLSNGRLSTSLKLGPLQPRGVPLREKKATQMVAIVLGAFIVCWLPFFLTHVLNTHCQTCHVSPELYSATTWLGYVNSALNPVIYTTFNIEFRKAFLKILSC
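Agonist-mode cell screen: cells plated at 1500/well and incubated overnight at 37 °C, then exposed to library compounds for 90 min at 37 °C. Detection reagent was added for 30–60 min at room temperature, and luminescence was read.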
SW480 rereplic – DNA re-replication induction in SW480 cells; Potency, µM (top dose mostly 46.1 µM), inactives show at the top dose re-replication activation, usual class: activators; hit rate 1.8% among 340,000; SW480 DNA re-replication, Hoechst DNA content imaging, 48 h; further: potency means the concentration at half of the fitted maximal effect; % of control where 0% means no effect; nearly all actives have a fitted effect of over 55% in size
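Per well, 250 cells were exposed to pinned compound for 48 hr. Nuclear DNA was visualised with Hoechst (40 min, 37 C) and total object intensity recorded by fluorescence scanning.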
IL1B secr inh – inhibitors of inflammasome signaling (IL-1 beta secretion); THP-1 LPS/ATP IL-1B secretion, AlphaLISA, 16 h; active compounds read low; activity change, % at 57.5 µM; hit rate 4.7% among 360,000; AID 743279; in the data active means activity change below about -50%; inconclusive means mostly about -30% to -49%; further: on the % scale 0 is the no-effect control and ±100 the full control effect
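Secreted IL-1B measured by AlphaLISA bead assay after 16 h compound exposure of THP-1 cells; compounds (final up to 57.5 uM) added 1 h before LPS (250 ng/mL) and ATP (1.25 mM) stimulation; lower signal means less secretion.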
GLP-1R agonist – GLP-1 receptor (human) agonism; P43220; hit rate 0.007% among 380,000; AID 624172; Potency, µM (highest dose often 45.6 µM), inactives show top-dose activation, usual class: activators; HEK293 GLP-1R CRE-luciferase, luminescence, 4-6 h; cells express a hypersensitive GLP-1R form; further: potency means the concentration at half of the fitted maximal effect; % of control where 0% means no effect
Target sequence (P43220 whole entry, looked up): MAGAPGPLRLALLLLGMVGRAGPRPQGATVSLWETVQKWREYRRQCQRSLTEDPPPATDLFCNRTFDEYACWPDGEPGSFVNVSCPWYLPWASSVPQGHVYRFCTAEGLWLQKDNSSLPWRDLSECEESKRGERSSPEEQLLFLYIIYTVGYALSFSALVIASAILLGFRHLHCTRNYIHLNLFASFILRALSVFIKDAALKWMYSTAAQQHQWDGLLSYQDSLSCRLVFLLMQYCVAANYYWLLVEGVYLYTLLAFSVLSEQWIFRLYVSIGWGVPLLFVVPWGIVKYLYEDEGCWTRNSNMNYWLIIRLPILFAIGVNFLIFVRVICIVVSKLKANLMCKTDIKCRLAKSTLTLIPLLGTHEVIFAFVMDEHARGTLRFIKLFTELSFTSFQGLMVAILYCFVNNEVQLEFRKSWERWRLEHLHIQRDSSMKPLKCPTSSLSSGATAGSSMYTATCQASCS
KB-3-1 cytotox – kills parental KB-3-1 adenocarcinoma cells | AID 1347075 | KB-3-1 viability, CellTiter-Glo ATP luminescence, 72 h | hit rate 1.4% among 400,000 | Potency, µM (highest dose often 46.1 µM), inactives show top-dose activity change, negative = cytotoxic, actives largely listed as cytotoxic; further: potency means the concentration at half of the fitted maximal effect; on the % scale 0 is the no-effect control and ±100 the full control effect; nearly all actives have a fitted effect of over 60% in size
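Cytotoxicity in the drug-sensitive parental line KB-3-1 was scored as loss of CellTiter-Glo luminescence following 72 h incubation with compound. Values come from curve fitting of normalized concentration-response data.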
HT1080 IDH1KD tx – HT-1080 IDH1 knockdown cell toxicity (counter line); HT-1080 IDH1 knockdown viability, ATP luminescence, 48 h; Potency, µM (highest dose often 46.1 µM), inactives show at the highest dose activity, negative = toxicity, most hits filed as cytotoxic; hit rate 2% among 360,000;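 further: potency means the concentration at half of the fitted maximal effect; 0% = DMSO wells and -100% = cell-free medium wells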
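Using the IDH1-knockdown HT-1080 line run in the same batch and compound series as the NT line, viability after 48 h at 37 °C was determined by CellTiter-Glo luminescence and expressed as % activity.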
DRD3 antagonist – D3 dopamine receptor (human) antagonism; D3R cells, DiscoveRx beta-arrestin luminescence, antagonist mode; active compounds read low; max response, negative = inhibition, %; hit rate 2.5% among 360,000; in the data active means max response below about -50%; inconclusive means no clear call, values can overlap the other calls; further: on the % scale 0 is the no-effect control and ±100 the full control effect; mostly tested at two doses, the higher about 12 µM
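Cells plated overnight at 1500 cells/well, then exposed to library compounds with dopamine controls for 90 minutes at 37 degrees C. DiscoveRx reagent added for 30–60 minutes at room temperature; luminescence read, quantitative HTS format.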
* hit, by the source's call; ? = inconclusive; / = no result given; [ ] = remark or other dose. Unless noted, the call rests on the fitted dose curve; in most records, active means well fitted curve in the direction sought with a large enough effect; inconclusive means small, poorly fitted or top-dose-only effect, or another doubt; inactive means no such curve, though single readings can be large; an effect the other way counts as inactive or inconclusive.

SMILES	KB-V1 MDR tox	HT1080-NT tox	DRD3 agonist	SW480 rereplic	IL1B secr inh	GLP-1R agonist	KB-3-1 cytotox	HT1080 IDH1KD tx	DRD3 antagonist
O=C(c1noc2c1CCCC2)N1CCN(c2ccc(F)cc2)CC1	?	5%	-6	-10%	-14	5%	-6%	3%	16
Cn1c(CNC(=O)CNS(=O)(=O)c2ccc(Cl)cc2)cc(=O)n(C)c1=O	?	9%	-2	-4%	14	-3%	-2%	12%	20
O=C(Nc1nnc(SCCN2CCOCC2)s1)C1CC(=O)N(c2ccccc2)C1 (centres undefined)	5%	7%	-2	-3%	8	-11%	4%	6%	6
Cc1cccc(NC(=O)CN2C(=O)NC(C)(c3ccc4ccccc4c3)C2=O)n1 (centres undefined)	-13%	3%	-9	6%	-9	1%	-2%	-16%	-22
COc1ccc(C(C)=O)cc1COc1cccnc1[N+](=O)[O-]	15µM*	-20%	-23	?	-2	7%	-10%	?	-5
CC(=O)Nc1cccc(C(=O)OCc2ccc(C(=O)Oc3ccc(Cl)cc3)cc2)c1	1%	3%	6	1%	4	-4%	1%	-27%	16
O=C(NC1CCCCC1)C1CCN(C(=O)c2ccc(Cl)cc2)CC1	7%	-8%	-1	?	2	5%	1%	11%	6
Cc1ccc(SC2CC(=O)N(c3ccc4c(c3)OCCO4)C2=O)cc1 (centres undefined)	?	9%	-15	-4%	-4	-4%	16%	-2%	-9
Cc1ccc2nc(N(CCCN(C)C)C(=O)c3ccc4c(c3)CCCC4)sc2c1	4.1µM*	-29%	-19	?	-100*	-42%[inhibitor]	?	?	?
O=C(NCc1ccccc1)C(=O)NCC1OCCN1C(=O)c1ccc(Cl)cc1 (centres undefined)	?	13%	0	-5%	-19	3%	-1%	16%	-23

Overlap with the part before: 4 entries; new compounds follow.
SMILES	KB-V1 MDR tox	HT1080-NT tox	DRD3 agonist	SW480 rereplic	IL1B secr inh	GLP-1R agonist	KB-3-1 cytotox	HT1080 IDH1KD tx	DRD3 antagonist
O=C(NC1CCCCC1)C1CCN(C(=O)c2ccc(Cl)cc2)CC1	7%	-8%	-1	?	2	5%	1%	11%	6
Cc1ccc(SC2CC(=O)N(c3ccc4c(c3)OCCO4)C2=O)cc1 (centres undefined)	?	9%	-15	-4%	-4	-4%	16%	-2%	-9
Cc1ccc2nc(N(CCCN(C)C)C(=O)c3ccc4c(c3)CCCC4)sc2c1	4.1µM*	-29%	-19	?	-100*	-42%[inhibitor]	?	?	?
O=C(NCc1ccccc1)C(=O)NCC1OCCN1C(=O)c1ccc(Cl)cc1 (centres undefined)	?	13%	0	-5%	-19	3%	-1%	16%	-23
Cn1c(SCC(=O)c2ccc(F)cc2)nnc1-c1cccnc1	-6%	1%	-3	-2%	0	1%	3%	6%	10
Cc1cc2ccccn2c1C(=O)c1ccc(C#N)cc1	?	11%	-3	1%	-28	11%	?	16%	7
COc1ccccc1C1(O)CCN(CC(=O)Nc2nc(-c3ccccc3)cs2)CC1	?	-21%	-2	-2%	-62*	4%	0%	?	20
CCOC(=O)C1(C)CCCN(C(=O)c2cc(OC)c(OC)c(OC)c2)C1 (centres undefined)	0%	5%	5	/	10	8%	0%	8%	3
CN1/C(=C\C(=O)c2cccnc2)Sc2ccccc21	?	-12%	-8	7.3µM*	-6	19%	-20%	-9%	-23
Cc1cc2nc(-c3ccc4c(c3)CCC4)ccn2n1	-6%	-17%	6	-24%[1.84 µM]	?	2%	1%	-19%	0
Cc1nc(-c2nc(-c3c(C(=O)NNC(=O)Nc4ccccc4)noc3C)cs2)cs1	-3%	8%	3	-2%	-17	5%	3%	0%	1
O=C(CSc1nnc(-c2cccnc2)o1)Nc1ccccn1	?	8%	-1	-4%	-10	2%	-7%	13%	0
O=C(NC(c1ccccc1)c1ccccc1)C1CCCC1	16µM*	21%	11	?	0	-2%	-12%	10%	0
O=C(COC(=O)CCc1ccc(S(=O)(=O)N2CCOCC2)cc1)NCc1ccccc1Cl	4%	2%	1	0%	17	4%	-1%	4%	-1
C[C@H]1COC(=O)[C@H](Cc2ccc(F)cc2)C/C=C\C[C@@H](CC(=O)NCCO)C(=O)N1	36%	4%	9	-7%	8	-2%	19%	13%	2
CC(C)NC(=O)Nc1cccc2c1O[C@H](CN(C)S(=O)(=O)c1ccccc1)[C@@H](C)CN([C@H](C)CO)C2=O	?	-3%	0	1%	2	-5%	-17%	-1%	22
CCN(CC)CCNC(=O)c1c(O)c2c([nH]c1=O)CCCC2	0%	-14%	-1	-1%	1	-5%	-1%	14%	-21
CCOC(=O)c1ccc(NC(=O)c2nc[nH]c2C(=O)N2CCC(C)CC2)cc1	2%	12%	10	-26%[9.22 µM]	-17	0%	19%	15%	0
CCOC(=O)C1(Cc2cccc(OC)c2)CCN(Cc2cnc(C)s2)CC1	?	-2%	-16	-14%	-12	10%	14%	-6%	-16
CC(=O)N1CCc2cc(Br)cc(S(=O)(=O)N3CCN(C(=O)c4ccco4)CC3)c21	-7%	-4%	-1	4%	-7	-1%	-3%	-7%	10
CCOC(=O)N1CCN(S(=O)(=O)c2ccc(OC)c(OC)c2)CC1	-25%	2%	4	3%	1	9%	5%	9%	23
Cn1c(SCC(=O)c2ccccc2)nnc1C1COc2ccccc2O1 (centres undefined)	0%	3%	3	1%	43	9%	21%	11%	16
Cc1ccc(Sc2c(C)nn(C(=O)C3CC3)c2C)cc1	-18%	0%	-9	-234%[inhibitor]	-2	-1%	-9%	0%	-20
O=C(N/N=C/c1ccco1)C1CCCC1	-1%	0%	-4	-2%	-16	-5%	8%	0%	-14
O=C(NCCCc1ccccc1)C1CCN(c2nnc(-n3cccc3)s2)CC1	?	-6%	-5	-9%	5	4%	?	-8%	-13
Cc1cc(C(=O)NCc2ccc(F)cc2)n(-c2ccccc2)n1	-25%	3%	-2	-1%	9	6%	18%	6%	2
COc1ccc(N(C(=O)c2snc(C(N)=O)c2N)C(C(=O)NCc2ccccc2)c2ccc(O)cc2)cc1OC (centres undefined)	-2%	-3%	0	-3%	28	9%	2%	-3%	8
COc1ccc(OCCCC(=O)Nc2nccs2)cc1	7%	11%	11	-2%	-2	2%	21%	12%	14
COc1cc(-c2cc(NC(C)=O)c3ncc(-c4cc(OC)c(OC)c(OC)c4)n3c2)cc(OC)c1OC	?	23µM*	8	/	-1	-7%	?	13µM*	26
CC(=O)N1CCC2(CC1)CC(=O)c1cc(OCC(=O)NCc3ccc(C)cc3)ccc1O2	18µM*	17%	12	1%	9	-5%	12%	-21%	13
O=C(O)c1cc(-c2cccc([N+](=O)[O-])c2)nc2ccccc12	-1%	10%	2	-6%	18	-3%	15%	0%	-9
O=C1C=CN2CCCC2CC1 (centres undefined)	16%	28%	2	-4%	21	-4%	-1%	4%	-21
Cc1ccc2c(=O)n3c(nc2c1)C(Cc1ccc(O)cc1)NC(=O)c1cc2ccccc2cc1-3 (centres undefined)	?	5.2µM*	2	/	-3	-4%	16µM*	6.5µM*	-4
O=C(CSc1nnc(CNc2ccc(F)cc2)o1)N1CCN(C(=O)c2ccco2)CC1	3%	-1%	5	2%	10	-4%	?	5%	10
COc1cc(NC(=O)COc2cccc(C)c2C)ccc1NC(=O)c1ccco1	0%	-2%	4	13%	-5	11%	-3%	-16%	3
O=C(Cc1ccccc1)Nc1cccc(NC(=O)c2ccccc2)c1	?	-21%	-2	-3%	-20	-1%	?	?	14
O=C(Nc1ccccn1)C1CCN(c2ncnc3c2nc2n3CCCCC2)CC1	11%	4%	-3	-6%	17	0%	-1%	0%	1
CCOC(=O)N(NC(=O)C(O)(CC(C)C)CC(C)C)c1ccccc1	?	2%	-3	4%	-11	2%	-1%	13%	-8
O=C(Cn1ncc2c3ccccc3n(Cc3ccccc3F)c2c1=O)NCCCN1CCCC1=O	?	-17%	1	-24%	-53*	-4%	6.5µM*	-25%	-11
COCc1cc(C)c2c(N)c(C#N)sc2n1	27%	16%	4	-9%	11	13%	-7%	7%	7
CCCc1cc(=O)[nH]c(SCC(=O)c2[nH]c(C)c(C(=O)OCC)c2C)n1	6%	19%	3	-9%	15	-2%	-3%	0%	43
O=C(NCc1ccc(N2CCCC2=O)cc1)Nc1cccc2ccccc12	-2%	-10%	4	-2%	21	-3%	18%	-7%	-11
Cc1cc(OC(=O)c2cc(Cl)ccc2Cl)c([N+](=O)[O-])c(=O)[nH]1	6%	-1%	1	-11%	10	0%	?	1%	1
CC(C)(C)C1CCC(=NNC(=O)c2ccc(Br)o2)CC1 (centres undefined)	25%	3%	16	-693%[inhibitor]	15	2%	11%	1%	-13
CC(Sc1ccc(Cl)cc1)C(=O)NNC(=O)c1csc(N2CCOCC2)n1 (centres undefined)	?	-3%	-9	12%	-5	1%	10%	-1%	-12
COc1ccc(OCCCC(=O)OCC(=O)Nc2ccc(Cl)cn2)cc1	7%	3%	-1	-2%	13	-10%	8%	2%	?
CC1CCN(C(=O)C(NS(=O)(=O)c2cccc3nsnc23)C(C)C)CC1 (centres undefined)	13%	0%	-3	-22%	26	6%	8%	-5%	-12
O=C1CN(Cc2ccccc2)C(=NCc2ccco2)S1	?	3%	2	11%	-6	-2%	5%	-1%	?
CC(C)Nc1nnc(SCC(=O)c2c(N)n(Cc3ccccc3)c(=O)n(C)c2=O)s1	19%	-27%	0	-4%	19	-6%	-1%	-22%	16
O=S(=O)(c1cccc(NC(=S)N2CCN(c3cccc(Cl)c3)CC2)c1)C(F)F	-1%	21µM*	5	3%	?	-6%	-5%	23µM*	13
O=C(NCC(=O)N(c1cccnc1)C(C(=O)NC1CCCC1)c1ccccc1F)c1ccco1 (centres undefined)	4%	16%	-3	2%	8	0%	11%	13%	-4
CC(C)C12CN(C(=O)c3ccccc3[N+](=O)[O-])CC(C(C)C)(CN(C(=O)c3ccccc3[N+](=O)[O-])C1)C2=O	0%	0%	10	-3%	-7	1%	7%	-1%	16
